Compound activity from PubChem BioAssay.
HT1080-NT tox – qHTS for induction of synthetic lethality in tumor cells producing 2HG: qHTS for the HT-1080-NT fibrosarcoma cell line. Potency, µM (series often up to 46.1 µM), without a hit: top-dose activity, negative = less viability, usual class: cytotoxic. 360,000 tested, 1.6% active. HT-1080-NT fibrosarcoma viability, CellTiter-Glo ATP luminescence, 48 h;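 note: NT is the 2HG producing partner of a matched IDH1 knockdown line; potency is the fitted concentration of half-maximal effect; 0% = DMSO-treated cells and -100% = media-only wells without cells; nearly all actives have a fitted effect of over 55% in size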
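Luminescent CellTiter-Glo readout after 48 hours of compound exposure at 37 degrees C defined viability of HT-1080-NT cells. Activity was normalized to DMSO wells and cell-free media wells; concentration-response curves were fitted and assigned curve classes.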
HepG2 viability – qHTS for Inhibitors of TGF-b: Cytotox Counterscreen. Potency, µM (doses to about 46.1 µM), for inactives: at the highest dose activity change, negative = cytotoxicity, hits mostly cytotoxic. HepG2 CAGA-GFP viability, ATP luminescence, 18 h. 410,000 tested, 0.76% active. AID 588856, 2011; note: potency is the fitted concentration of half-maximal effect; some results filed as inactive show a strong effect at the top dose
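CellTiter-Glo luminescence gave cytotoxicity after 18 hours at 37 degrees C. The cells were HepG2 CAGA-GFP in 1% FBS DMEM, stimulated with 500 pg/mL TGF-beta after compound addition. %Activity was normalised to no-cell wells (complete cell-killing) and DMSO (no toxicity), and curves were fitted and classified.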
HT1080 IDH1KD tx – qHTS for induction of synthetic lethality in tumor cells producing 2HG: qHTS for the HT-1080-IDH1KD cell line; HT-1080 IDH1 knockdown viability, ATP luminescence, 48 h; Potency, µM (series often up to 46.1 µM), without a hit: at the highest dose activity, negative = toxicity, most hits filed as cytotoxic; 360,000 tested, 2% active; AID 686971, 2013;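 note: potency is the fitted concentration of half-maximal effect; 0% = DMSO wells and -100% = cell-free medium wells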
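HT-1080-IDH1KD cells (IDH1 knocked down), 750/well in RPMI with 5% FBS, treated with compound 48 h at 37 degrees C. Viability by CellTiter-Glo luminescence, normalised to DMSO and no-cell wells; concentration-response curves classed.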
IL1B secr inh – qHTS for Inhibitors of Inflammasome Signaling: IL-1-beta AlphaLISA Primary Screen; AID 743279, 2014; THP-1 LPS/ATP IL-1B secretion, AlphaLISA, 16 h; hits give low values; 360,000 tested, 4.7% active; activity change, % at 57.5 µM; in the data active = activity change below about -50%; inconclusive = mostly about -30% to -49%; note: % is set by controls: 0 for no effect and ±100 for the full control effect
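Secreted IL-1B measured by AlphaLISA bead assay after 16 h compound exposure of THP-1 cells; compounds (final up to 57.5 uM) added 1 h before LPS (250 ng/mL) and ATP (1.25 mM) stimulation; lower signal means less secretion.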
SW480 rereplic – A quantitative high throughput screen for small molecules that induce DNA re-replication in SW480 colon adenocarcinoma cells; SW480 DNA re-replication, Hoechst DNA content imaging, 48 h; Potency, µM (doses to about 46.1 µM), without a hit: top-dose re-replication activation, most hits filed as activators; 340,000 tested, 1.8% active; AID 624297, 2012; note: potency is the fitted concentration of half-maximal effect; % of control where 0% means no effect; nearly all actives have a fitted effect of over 55% in size
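Image-based DNA-content assay: after two days of treatment, nuclei were labelled with the DNA dye Hoechst and imaged, and hits were compounds raising the count of nuclei showing high fluorescence intensity.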
ATXN2 expr inh – Primary qHTS for Inhibitors of ATXN expression | HEK-293 ATXN2-luciferase reporter, luminescence, 24 h | Potency, µM (highest dose often 57 µM), inactives show top-dose activity change, negative = inhibition, usual class: inhibitors | 360,000 tested, 0.72% active | AID 1745845, 2022; note: potency is the fitted concentration of half-maximal effect; % is set by controls: 0 for no effect and ±100 for the full control effect; nearly all actives have a fitted effect of over 55% in size
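ATXN2-luciferase reporter cells (luciferase flanked by upstream and downstream ATXN2 gene portions) were treated 24 h at 37 °C with compounds at up to 57 uM. SteadyGlo luminescence gave expression; GF-AFC fluorescence gave viability.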
S2 tox – Viability Counterscreen for Primary qHTS for Inhibitors of ATXN expression; AID 651635, 2014; S2 cells (HEK-293 line with an ATXN2-luciferase reporter) viability, CellTiter-Fluor protease fluorescence, 24 h; 400,000 tested, 0.49% active; Potency, µM (doses to about 56.7 µM), most hits filed as cytotoxic; note: potency is the fitted concentration of half-maximal effect; nearly all actives have a fitted effect of over 40% in size
KB-3-1 cytotox – qHTS assay for MDR1-selective chemotherapeutics: Primary screen using the parental adenocarcinoma cell KB-3-1; Potency, µM (doses to about 46.1 µM), for inactives: top-dose activity change, negative = cytotoxic, hits mostly cytotoxic; KB-3-1 viability, CellTiter-Glo ATP luminescence, 72 h; 400,000 tested, 1.4% active; AID 1347075, 2019; note: potency is the fitted concentration of half-maximal effect; % is set by controls: 0 for no effect and ±100 for the full control effect; nearly all actives have a fitted effect of over 60% in size
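KB-3-1 cells, DMEM (no phenol red) + 10% FBS; compound by pin transfer, 72 h, 37 °C. Readout: CellTiter-Glo luminescence after 10 min. Data normalized, curve-fitted.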
MCF10A rereplic – A quantitative high throughput screen for small molecules that induce DNA re-replication in MCF 10a normal breast cells. MCF 10A DNA re-replication, Hoechst nuclear intensity, 48 h. Potency, µM (top dose mostly 46.1 µM), inactives show at the highest dose activity, positive = re-replication, most hits filed as activators. 350,000 tested, 2.9% active; note: potency is the fitted concentration of half-maximal effect; % of control where 0% means no effect; nearly all actives have a fitted effect of over 50% in size
* marks the source's active call; other numbers are inactive results; i = inactive; ? = inconclusive; nt = not tested or not shown; [ ] = remark or other dose. Unless noted, calls come from the whole dose curve; as a rule, active = well fitted curve in the direction sought with a large enough effect; inconclusive = small, poorly fitted or top-dose-only effect, or another doubt; inactive = no such curve, though single readings can be large; an effect the other way counts as inactive or inconclusive.

Each structure is followed by: HT1080-NT tox	HepG2 viability	HT1080 IDH1KD tx	IL1B secr inh	SW480 rereplic	ATXN2 expr inh	S2 tox	KB-3-1 cytotox	MCF10A rereplic
COc1ccc(S(N)(=O)=O)cc1N(C)S(=O)(=O)c1ccccc1
→ -1%	3%	0%	19	-1%	11%	i	-4%	10%
C/C=C/c1ccc(OCCOc2ccc(C=O)cc2OC)c(OC)c1
→ 2%	-6%	8%	4	80%	23%	i	9%	?
O=C(NCc1ccc(F)cc1)C1CCN(S(=O)(=O)N2CCOCC2)CC1
→ -2%	0%	1%	-2	-14%	nt	i	-1%	7%
CCCN(CCC)C(=O)/C=C/c1cccc([N+](=O)[O-])c1
→ -2%	0%	0%	0	?	-7%	i	-2%	-1%
Cc1ccc(C(=O)NC2CCCCCC2)cc1N1CCCC1=O
→ 2%	-8%	0%	2	-6%	22%	i	2%	-5%
Cc1ccc(C(=O)CSc2nnnn2-c2ccccc2)o1
→ -2%	4%	6%	0	-24%	59%[activator]	i	7%	0.41µM*
COC(=O)[C@]12CCCCC=C1N(CCc1ccc(OC)c(OC)c1)C(=O)[C@H](CC(=O)NCCC(C)C)C2
→ -14%	nt	-13%	?	nt	nt	nt	-18%	nt
COC(=O)n1ccc(C(=O)Nc2ccccc2F)n1
→ 13%	-4%	10%	-9	-5%	10%	i	1%	-1%
COC(=O)c1sc(SC)c(S(=O)(=O)C(C)C)c1N/N=C(\C#N)C(=O)c1ccccc1
→ -17%	-25%	-9%	47	-2%	-12%	?	18%	9%
O=C(NCc1ccccc1)C(c1ccc(F)cc1)N1CCN(c2ccccc2F)CC1 (stereo not given)
→ ?	nt	?	-21	nt	nt	nt	-23%	nt
CC(C)CCNC(=S)Nc1ccc(F)cc1
→ -1%	-33%	-8%	-12	0%	11%	i	0%	2%
CCCn1cnc2scc(-c3ccc(OC)cc3)c2c1=O
→ -4%	10%	-3%	8	-4%	2%	i	9%	12%
Fc1ccc(C2CCCN2Cc2nc(Cc3ccccc3)no2)cc1 (stereo not given)
→ 0%	3%	-5%	27	-24%	nt	i	-4%	16%
CC(=O)c1c(C)oc2ccc(N(C(=O)c3ccncc3)S(=O)(=O)c3ccc(F)cc3C)cc12
→ nt	-24%	nt	nt	nt	?	i	?	nt
COc1ccc(C(=O)N2CCCC(Nc3ccc(F)cc3)C2)cc1F (stereo not given)
→ 9%	-1%	12%	-5	-1%	6%	i	nt	-4%
CCN1C(=O)/C(=C/N2CCc3ccccc3C2)SC1=S
→ -8%	-53%	-5%	-25	1%	41%[activator]	i	-3%	0%
CCOC(=O)c1c(C)[nH]c(C)c1S(=O)(=O)NCCCc1ccco1
→ -1%	-12%	-4%	0	?	-8%	i	-5%	9%
O=C1OCC2=C1C(c1ccc(F)cc1)Sc1ccccc1N2 (stereo not given)
→ ?	-28%	-2%[9.24 µM]	18	-6%	-23%	i	-7%	15%
CN1CCN(c2nc3ccccc3nc2NS(=O)(=O)c2ccc(Br)cc2)CC1
→ -1%	-34%	-9%	-27	0%	-19%	?	8%	7%
Cn1c(SCC(=O)O)nc2ccccc2c1=O
→ 10%	6%	9%	-2	2%	1%	i	1%	1%
CCOC(=O)c1cc(C(=O)OCC)c(=O)[nH]c1C
→ 23%	-2%	26%	5	-4%	-2%	i	21%	-42%[inhibitor]
Cc1ccc(N(CC(=O)Nc2ccc(S(=O)(=O)N3CCOCC3)cc2)S(C)(=O)=O)cc1C
→ 0%	1%	1%	-4	3%	2%	i	-27%	2%
O=C1CC2(CCCCCC2)Oc2ccc(Cl)cc21
→ 9%	-11%	11%	22	-12%	7%	i	26%	7%
COC(=O)c1ccc(OC(=O)CCc2cc(OC)c(OC)c(OC)c2)cc1
→ 3%	5%	8%	-10	-7%	3%[11.3 µM]	i	7%	2%
Cc1ccc(C)n1-c1ncn[nH]1
→ -6%	1%	4%	31	0%	3%	?	0%	1%
N#C/C(=C(/O)c1ccc(Cl)cc1)c1nc2ccccc2[nH]1
→ 3%	2%	1%	-1	7%	3%	i	13%	-3%
CC(C)NC(=O)Cc1csc2nc(-c3ccccc3)cn12
→ nt	3%	nt	nt	nt	8%	i	-26%	nt
O=C(Cn1cnc2cc([N+](=O)[O-])ccc2c1=O)Nc1ccc(Br)cc1
→ -6%	-4%	0%	-3	2%	nt	i	13%	?
COCCCNC(=O)/C=C1\Sc2ccccc2N(Cc2ccccc2F)C1=O
→ -5%	-17%	-12%	-13	18µM*	15%	i	-3%	?
COc1ccc(NC(=O)CCCN2C(=O)CCC2=O)cc1Cl
→ 9%	6%	4%[9.24 µM]	-12	-2%	8%	i	23%	-3%
CC(C)CCNC(=O)C(=O)Nc1cc2c3c(c1)CCC(=O)N3CCC2
→ 7%	-2%	7%	-7	-8%	-1%	i	-2%	3%
CCN(CC)S(=O)(=O)c1cccc(C(=O)NC(C(=O)Nc2nnc(C3CC3)s2)C(C)C)c1 (stereo not given)
→ -11%	-33%	-4%	0	15%	-15%	i	?	17%
Cc1sc2ncnc(N3CCC(C(=O)Nc4cc(S(C)(=O)=O)ccc4Cl)CC3)c2c1C
→ -14%	-16%	-11%	?	-94%[inhibitor]	-35%	?	-1%	10%
Cc1cccc(C(=O)Nc2cccc(S(=O)(=O)NCc3ccco3)c2)c1
→ 7%	-24%	-3%	-25	-4%	-26%	?	-2%	-2%
CC(C)(C)C(=O)Nc1nnc(Cc2ccccc2)s1
→ 9%	-11%	-2%	0	-11%	-2%	i	-5%	-1%
CC1CCCN(C(=O)COC(=O)c2cccc(NS(=O)(=O)c3ccccc3)c2)C1 (stereo not given)
→ 5%	-15%	2%	5	-2%	7%	?	3%	9%
CN(CC(=O)Nc1ccccc1Cl)C(=O)COC(=O)/C=C/c1cccc(C(F)(F)F)c1
→ 2%	-1%	8%	-22	0%	-1%	i	-14%	1%
O=C(COc1ccc(Cl)cc1)NC1CCSC1=O (stereo not given)
→ 6%	9%	15%	11	-7%	3%	i	7%	?
CC(Oc1ccc(F)cc1)C(=O)Nc1cc(S(=O)(=O)N2CCCCC2)ccc1N1CCOCC1 (stereo not given)
→ 0%	-5%	-1%	3	-427%[inhibitor]	-11%	i	-17%	6%
CN(Cc1c(C(=O)N/N=C/c2ccc(O)cc2)nnn1-c1nonc1N)c1ccccc1
→ -18%	1%	-6%	-12	?	-10%	i	15%	-3%
CN1CCN(c2ccc(S(=O)(=O)N3CCCCC3)cc2NC(=O)Cc2c(F)cccc2Cl)CC1
→ -5%	5%	-20%	-17	2%	2%	i	-8%	18%
CCc1ccc(-c2nc(CN3CCC(C(=O)NCc4ccccc4OC)CC3)c(C)o2)cc1
→ -22%	14µM*	-24%	?	?	nt	nt	?	?
CC12CCC3C(=CCc4cc(O)ccc43)C1CC(=NO)C2O (stereo not given)
→ 3%	-7%	10%	3	2%	-4%	i	20%	7%
c1ccc(CN2CN=C(Nc3nc4ccccc4s3)NC2)cc1
→ -4%	0%	-15%	-2	3%	25%	i	4%	-182%[0.0737 µM]
Cc1csc(NC(=O)CSc2nc3[nH]c(=O)cc(O)c3s2)n1
→ 5.8µM*	24%	5.2µM*	-105*	?	-30%	?	4.1µM*	9.2µM*
CN(Cc1cc2ccccc2[nH]c1=O)C(=O)c1cccs1
→ 15%	-1%	-1%	-2	-3%	6%	i	-3%	-27%
CCOc1ccc(S(=O)(=O)Nc2ccc(S(=O)(=O)N3CCCCC3)cc2)cc1
→ -5%	-24%	-17%	-4	0%	nt	nt	-2%	11%
Cc1cc(C)cc(NC(=O)Cn2nnc(C(=O)NCc3ccc4c(c3)OCO4)c2N)c1
→ 18µM*	2%	?	64	?	?	i	-7%	0%
CCOC(=O)C(NC(C)=O)(Nc1ccc(S(=O)(=O)Nc2onc(C)c2C)cc1)C(F)(F)F (stereo not given)
→ 16%	-2%	12%	24	0%	-10%	i	20%	-1%
CCc1ccc(NC(=O)Cn2cc(S(=O)(=O)N3CCCC3)c(S(=O)(=O)N3CCCC3)c2)cc1
→ nt	-23%	nt	nt	nt	8%	i	13%	nt

The listing continues:
Each structure is followed by: HT1080-NT tox	HepG2 viability	HT1080 IDH1KD tx	IL1B secr inh	SW480 rereplic	ATXN2 expr inh	S2 tox	KB-3-1 cytotox	MCF10A rereplic
O=C(COC(=O)c1cc2ccccc2cc1O)c1ccccc1
→ 21%	0%	23%	-7	-3%	12%	i	-1%	-5%
CCCS(=O)(=O)N1CCN=C1SCc1cccnc1
→ ?	3%	18%	26	?	2%	i	13%	4%
CC(C)(CNC(=O)CNC(=O)c1ccc(Cl)cc1Cl)N1CCOCC1
→ 2%	4%	0%	2	-6%	-3%	i	-2%	-1%
CCNCc1ccc(OCc2ccccc2F)c(OC)c1
→ -12%	-7%	-12%	-25	11%	nt	i	4%	?
Cc1oc(C)c2c(=O)cc(-c3ccc4c(c3)OCO4)cc(OC(=O)c3ccccc3Cl)c12
→ nt	-11%	nt	nt	nt	-32%	i	-7%	nt

Compounds were not picked by outcome. About 8.9% of those tested had a hit in this group.
